Screening data (PubChem)
KCNH2 WT inh: inhibitors of human wildtype KCNH2 potassium channel | Q12809 | U2OS, BacMam KCNH2, thallium flux FluxOr; hits give low values | activity change, % at 1.84 µM | 340,000 compounds, 0.37% hits | AID 720551;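 active = maximum activity change below -70%; inconclusive = maximum activity change between -70% and -50%; inactive = maximum activity change above -50%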; note: % is set by controls: 0 for no effect and ±100 for the full control effect
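U2OS cells were transduced with wild-type KCNH2 virus (2.03 x 10^8 / mL) for 4 h at room temperature, then cultured overnight at 37 C. Thallium flux was read with FluxOr dye. Rate constants were normalized to DMSO controls.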
TCR act: T cell receptor activation | Potency, µM (series often up to 9.22 µM), inactives show at the highest dose activation of IL-2 secretion, most hits filed as activators | 330,000 tested, under 10 active | primary human leukocytes, anti-CD3, IL-2 HTRF, 48 h; note: % of control where 0% means no effect
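Human primary leukocytes + a-CD3 beads + cpd, 48 hr; IL-2 in supernatant by HTRF (ex 320nm / em 665nm). No co-stimulatory signal supplied.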
MLL CXXC-DNA inh: inhibitors of human MLL CXXC domain-DNA interaction | Q03164 | MLL-CXXC / FITC-HOXA9 DNA fluorescence polarization | Potency, µM (series often up to 115 µM), without a hit: top-dose activity change, negative = inhibition, hits mostly inhibitors | 290,000 compounds, 0.037% hits | AID 2662; active = well fitted inhibition curve with a large enough effect in the polarisation, with a control signal flat, not every such curve was filed as active; inconclusive = small, poorly fitted or top-dose-only effect, or effect the other way, or a change in a side signal; inactive = no such curve, though single readings can be large or run the other way; the % refers to the polarisation; note: potency is the fitted concentration of half-maximal effect
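Steps: dispense CXXC domain solution (7 uM) → pin compounds or unlabeled HOX-A9 DNA control → 5 min ambient → add FLSN-HOX-A9 solution (50 nM) → spin → 30 min ambient → fluorescence polarization. Tris pH 7.5/NaCl/DTT/BSA buffer.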
Giardia killer: kills Giardia lamblia. activity change, % at 7.66 µM, hits read low. Giardia lamblia trophozoite viability. 340,000 compounds, 0.15% hits. AID 540267; in the data active = activity change below about -80%; inconclusive = between about -30% and that limit;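 note: parasites exposed to compound for two days anaerobically before the ATP read; % is set by controls: 0 for no effect and ±100 for the full control effect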
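Trophozoites 100 cells/well + cpd; 48 hrs, 37 deg C, anaerobic. ATPLite 1-Step added, 15-30 min RT, luminescence read (ATP-based viability).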
TSHR antag: blocks TSH signaling through the human TSH receptor; activity change, negative = inhibition, % at 11.5 µM; 330,000 compounds, 0.2% hits; TSHR-expressing cells, TSH-stimulated cAMP HTRF, 2 h; hits give low values; P16473; AID 504810;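 active = activity change below a set negative limit, meaning inhibition stronger than a set level, cut at about -70% in these data; inconclusive = activity change between two set negative limits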; note: % is set by controls: 0 for no effect and ±100 for the full control effect
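Freshly harvested TSHR cells receive pin-tooled compound, then EC80 TSH at 4nM final. After 2 hours at 37 deg C, antibody in lysis buffer and cAMP-d2 are added; 30 minutes at ambient temperature precede the HTRF read.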
GALK inhibitor: blocks human galactokinase activity; P51570; Purified GALK, Kinase-Glo residual ATP luminescence; Potency, µM (titrated, usually from 57.5 µM), for the others: at the top dose activity change, negative = inhibition, hits mostly inhibitors; 270,000 compounds, 0.007% hits; AID 1868; note: potency is the fitted concentration of half-maximal effect; % is set by controls: 0 for no effect and ±100 for the full control effect
Target sequence (P51570 whole entry, looked up): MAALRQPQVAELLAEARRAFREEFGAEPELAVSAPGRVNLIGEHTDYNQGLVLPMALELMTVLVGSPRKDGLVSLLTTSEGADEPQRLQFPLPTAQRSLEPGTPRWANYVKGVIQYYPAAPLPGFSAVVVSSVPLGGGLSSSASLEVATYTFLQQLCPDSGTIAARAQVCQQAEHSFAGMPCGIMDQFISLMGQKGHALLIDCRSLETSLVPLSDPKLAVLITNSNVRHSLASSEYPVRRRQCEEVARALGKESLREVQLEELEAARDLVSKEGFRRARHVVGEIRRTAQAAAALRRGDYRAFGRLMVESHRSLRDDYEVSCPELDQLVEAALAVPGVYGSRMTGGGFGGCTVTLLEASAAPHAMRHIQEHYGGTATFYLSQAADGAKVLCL
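ATP-depletion format; final 35 uM ATP, 100 uM D-galactose, 5 nM enzyme; pH 8.0 HEPES/Mg2+ buffer; 60 min RT; luminescence read 10 min after detection reagent.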
AT treatment: candidate therapy for ataxia-telangiectasia; […] A-T fibroblasts, KAP-1 phosphorylation AlphaLISA; neocarzinostatin DNA damage 30 min before lysis; Potency, µM (top dose mostly 57.5 µM), for inactives: at the top dose activation, most hits filed as activators; 320,000 compounds, 0.19% hits; AID 485349; note: potency is the fitted concentration of half-maximal effect; % of control where 0% means no effect; nearly all actives have a fitted effect of over 45% in size
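ATM-like activity read as KAP-1 phosphorylation via AlphaLISA donor/acceptor antibody pairs after lysis and 6 hr at 25C. Cells were ATM-null patient fibroblasts ([…], hTERT), dosed 60 min, then exposed to the DSB inducer NCS for 30 min.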
Tb PFK block: blocks T. brucei phosphofructokinase; O15648; T. brucei PFK, ADP-Glo luminescence; Potency, µM (series often up to 57.5 µM), inactives show at the highest dose activity, negative = inhibition, usual class: inhibitors; 330,000 compounds, 0.17% hits;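 note: potency is the fitted concentration of half-maximal effect; 0% = uninhibited 1x PFK enzyme wells and -100% = no-enzyme wells; nearly all actives have a fitted effect of over 60% in size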
Target sequence (O15648 whole entry, looked up): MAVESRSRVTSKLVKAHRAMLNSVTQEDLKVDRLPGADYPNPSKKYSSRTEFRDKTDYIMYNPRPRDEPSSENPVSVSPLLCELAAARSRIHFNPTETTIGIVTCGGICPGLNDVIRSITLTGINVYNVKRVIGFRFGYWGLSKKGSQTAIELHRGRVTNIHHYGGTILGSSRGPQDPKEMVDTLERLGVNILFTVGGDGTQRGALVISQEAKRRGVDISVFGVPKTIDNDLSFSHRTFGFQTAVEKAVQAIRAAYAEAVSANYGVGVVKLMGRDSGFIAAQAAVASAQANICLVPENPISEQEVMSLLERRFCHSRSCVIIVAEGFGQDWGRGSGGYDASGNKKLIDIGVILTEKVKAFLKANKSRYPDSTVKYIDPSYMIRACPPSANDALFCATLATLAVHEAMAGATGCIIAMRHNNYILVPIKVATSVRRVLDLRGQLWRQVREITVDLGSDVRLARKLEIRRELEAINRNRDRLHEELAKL
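Luminescent ADP detection (ADP-Glo, two-step: ATP depletion then ADP-to-ATP conversion for luciferase) reported PFK activity after 45 min room-temperature reaction of 1.25 nM enzyme with 0.5 mM F6P and 0.1 mM ATP at pH 8.0.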
FBPA coupling cs: inhibits coupling enzyme system, counter-screen for aldolase hits. coupling enzyme system counterscreen, AmpLite Red fluorescence. activity change, negative = inhibition, % at 58.2 µM, hits read low. 290,000 compounds, 0.67% hits. AID 2472; in the data active = activity change below about -30%; note: % is set by controls: 0 for no effect and ±100 for the full control effect
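Counterscreen of the coupled detection system alone, without aldolase: glyceraldehyde-3-phosphate coupling enzymes plus AmpLite Red readout. Compounds at 57.5 uM final, 10 min RT preincubation, 20 min RT reaction, fluorescence 525/598 nm.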
BCR signal inh: chronic active BCR signaling inhibition; ABC-DLBCL IkBa-CBG/CBR reporter, luminescence ratio, 4 h; Potency, µM (top dose mostly 46.1 µM), inactives show at the highest dose ratio change, negative = lower green/red ratio, most hits filed as inhibitors; 340,000 compounds, 0.05% hits; AID 493014; active = well fitted inhibition curve with a large enough effect in the signal ratio, with a control signal flat, not every such curve was filed as active; inconclusive = small, poorly fitted or top-dose-only effect, or effect the other way, or a change in a side signal; the % refers to the signal ratio;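 note: potency is the fitted concentration of half-maximal effect; plate controls were basal doxycycline-induced cells for no effect and cells given 10 µM MG132 for full effect; MG132 reads +100%, hits lower the ratio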
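Compounds up to 46 uM were incubated four hours with TMD8 cells whose green CBG68 luciferase is fused to IkappaBalpha; red CBR luminescence normalised the signal, and concentration-effect curves were fitted to fusion, red and ratio data.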
An asterisk follows results filed as active; ? = inconclusive; / = no result given; & = joins results of further samples; [ ] = another dose, or the depositor's remark. Unless noted, calls come from the whole dose curve; as a rule, active = well fitted curve in the direction sought with a large enough effect; inconclusive = small, poorly fitted or top-dose-only effect, or another doubt; inactive = no such curve, though single readings can be large; an effect the other way counts as inactive or inconclusive. No enrichment for hits. Share with any hit: about 1.6%.

SMILES	KCNH2 WT inh	TCR act	MLL CXXC-DNA inh	Giardia killer	TSHR antag	GALK inhibitor	AT treatment	Tb PFK block	FBPA coupling cs	BCR signal inh
CCN(CC)S(=O)(=O)c1ccc(OC)c(NC(=O)COc2ccccc2[N+](=O)[O-])c1	-5	5%	3%	3	4	11%	-1%[11.5 µM]	-11%	4	6%
CC[C@@H]1CC=C[C@H]2[C@H]1C(=O)N(Cc1ccccc1)[C@H]2c1ccc2ccccc2c1	/	/	0%	/	4	-1%	0%	3%	0	-1%
Cc1cc(C)cc(C(=O)NC(=S)Nc2ccc3c(c2)OCCO3)c1	-12	7%[46.1 µM]	-6%	3	-9	1%	0%	-9%	4	-18%
CN(C)CCCN(Cc1cc2cc3c(cc2[nH]c1=O)OCO3)C(=S)Nc1ccccc1	4	-3%	-2%	-28	-3	0%	1%	0%	0	-6%
NC(=O)C1CC(=O)N(c2ccc(OCc3c(Cl)cccc3Cl)cc2)C1 (stereo not drawn)	-24	-5%	-25%	0	5	-2%	10%	-13%	5	9%
O=C(CSc1nc(-c2ccco2)cc(C(F)(F)F)n1)N1CCCc2ccccc21	3	6%	-3%	0	7	1%	2%	-1%	-1	1%
COc1ccc(CCNC(=O)C2CC(c3ccccc3[N+](=O)[O-])=NO2)cc1 (stereo not drawn)	-1	-5%	-5%	-14	-3	/	-7%	0%	1	-1%
NC(=O)C(=O)N/N=C/c1c[nH]c2ccc(Br)cc12	-10	-10%	11%	8	-6	-1%	-2%	-2%	-1	1%
CC(NC(=O)c1ccccc1Cl)NC(=O)c1ccccc1Cl	-15	2%	1%	-3	3	-2%	-2%	-1%	2	4%
O=C(CCc1nc2ccccc2c(=O)[nH]1)NNC(=O)c1ccccc1Cl	-3	-3%	/	-3	5	/	2%	-3%	/	1%
Cc1ccccc1C(=O)NNC(=O)C1CCN(c2ncccn2)CC1	7	-8%	7%	19	6	10%	3%	-20%	11	8%
Cn1nnc2cc(C(=O)NC(C)(C)C)ccc21	-3	-14%	8%	-10	0	4%	8%	0%	3	-1%
O=C(Nc1ccc(S(=O)(=O)Nc2nccs2)cc1)c1ccc(N2C(=O)c3ccccc3C2=O)cc1	-3	5%	26%	-9	-8	-1%	0%	0%	0	1%
COc1ccc(C(=O)Cn2c(=O)c(CCC(=O)O)nn3c4ccccc4nc23)cc1OC	1	-1%	1%	3	-1	0%	5%	-2%	1	11%
CNC(=O)/C(C#N)=C1/SC(Cc2ccc(F)cc2)C(=O)N1c1ccccc1 (stereo not drawn)	8	-2%	-6%	-11	2	-3%	1%	1%	6	17%
CC1=CCC(Cc2nc3ccccc3o2)C1(C)C (stereo not drawn)	11	3%	-2%	-8	29	-1%	11%	17%	-5	-1%
Cc1ccc(C)c(OCc2nc3ccc(S(=O)(=O)Nc4c(C)n(C)n(-c5ccccc5)c4=O)cc3[nH]2)c1	-23	4%	-3%	9	13	0%	20%	6%	2	8%
Cc1onc(-c2ccccc2Cl)c1C(N)=O	-4	3%	10%	7	-6	-2%	-1%	-1%	0	-1%
CCOC(=O)N1CCC(NC(=O)CC2C(=O)NCCN2Cc2ccccc2)CC1 (stereo not drawn)	-5	-1%	-8%	4	8	-3%	11%	1%	/	-1%
CC(C)N1CCC(N2CCN(Cc3ccc4nsnc4c3)CC2CCO)CC1 (stereo not drawn)	1	-2%	-3%	0	5	0%	-4%	2%	0	2%
Cc1ccc(-c2noc(C3CCCN(C(=O)c4ccc(Cl)cc4)C3)n2)o1 (stereo not drawn)	0	3%	0%	19	7	2%	0%	4%	0	-20%
O=C(Nc1cccc(Cl)c1Cl)C1CCN(c2ncccn2)CC1	9	-1%[46.1 µM]	0%	-15	-13	2%	3%	-2%	0	-8%
CC(C)C(=O)Nc1ccc(C(=O)NNC(=O)NC2CCCCC2)cc1	3	-5%	5%	15	-3	2%	-2%	2%	3	1%
N#CC1=C(N)Oc2cc(O)ccc2C1c1cccnc1 (stereo not drawn)	-2	0%	12%	3	-3	9%	2%	1%	-1	5%
CCOc1ccc(CCNC(=O)CN2C(=O)CCSc3ccccc32)cc1OCC	-4	-2%	2%	-25	5	1%	-4%	-14%	1	-3%
CCOC(=O)C1CCN(C(=O)c2ccc3nc(-c4ccc(OC)cc4)c(-c4ccc(OC)cc4)nc3c2)CC1	-6	-1%	3%	-3	-4	2%	13%	1%	/	-2%
O=S(=O)(NCc1ccco1)c1ccc(Cl)nc1	-2	-2%[46.1 µM]	4%	3	30	/	-2%	-1%	1	1%
CCc1cc2c(NCCN3CCCCC3)ncnc2s1	1	-4%	7%	1	-2	1%	/	3%	4	6%
C1CN(c2nc(N3CCOCC3)nc(N3CCOCC3)n2)CCO1	5	-2%	0%	25	-6	-1%	22%	2%	-1	6%
COc1ccc(NC(=O)C2(c3cccs3)CCOCC2)cc1	-2	-2%	10%	6	8	0%	2%	1%	0	-1%
C=CCN(C(=O)c1csnn1)C(C(=O)NCc1ccc(F)cc1)c1ccccc1F (stereo not drawn)	-2	0%	0%	-12	-3	5%	-3%	-1%	1	0%
O=C(Nc1cnccn1)C1c2ccccc2Oc2ccccc21	-5	-3%	7%	25	-7	-3%	9%	-2%	3	-1%
CC(=O)C1=C(O)C(=O)N(c2ccc(F)cc2)C1c1ccc(C)cc1 (stereo not drawn)	-18	1%	-11%	-2	0	2%	-2%	2%	2	0%
O=C(NC(=S)Nc1cccnc1)c1cccs1	2	6%	-2%	19	0	1%	1%	-4%	0	-1%
COc1ccc(CN(CC(=O)NCCc2ccccc2)C(=O)CCC(=O)Nc2cc(C)ccn2)cc1	0	-14%	6%	-2	5	4%	0%	1%	2	-6%
C=CCn1c(SCC(=O)NCCC2=CCCCC2)nc2ccc(Cl)cc2c1=O	8	-5%	-3%	4	2	-5%	0%	2%	-2	9%
COc1ccc(NC(=O)c2ccc(-c3ccccc3)cc2)cc1S(=O)(=O)N1CCOCC1	1	5%	1%	7	-19	1%	1%	-4%	5	1%
O=c1c2[nH]c3ccccc3c2ncn1Cc1cccnc1	-10	-3%	13%	-19	9	5%	0%	5%	2	0%
CCOC(=O)N1CCN(CCC(=O)Nc2ccc(OC(F)(F)F)cc2)CC1	-12	4%[46.1 µM]	-7%	13	-13	-3%	/	-1%	0	2%
O=C(O)c1ccc(CNC(=O)c2ccccc2NC(=O)c2ccc([N+](=O)[O-])cc2)cc1	1	3%	5%	6	-3	-1%	6%	-3%	0	?
COC(=O)c1sc(C(F)(F)F)c(-c2ccccc2)c1S(=O)(=O)N(C)C	-3	1%	8%	4	-4	1%	7%	0%	0	-12%
CCOC(=O)c1nnn(-c2nonc2N)c1-c1ccc(Br)cc1	18	6%	15%	0	-3	-6%	7%	2%	0	0%
Cc1ccc2oc3c(c(=O)c2c1)C(c1cccs1)N(CCCN(C)C)C3=O (stereo not drawn)	-10	2%	5%	9	20	1%	/	1%	-8	2%
O=C(CSc1nnc(-c2ccncc2)o1)NCc1ccc(Cl)cc1	-14	1%[46.1 µM]	0%	-14	10	3%	-1%	-5%	-1	-1%
COc1ccc(N=C(N(C)C)P(=O)(N(C)C)N(C)C)cc1	-6&13	6%&1%	5%	24&-7	11	3%	-10%	1%	3	7%
CC1(C)CC(=O)C(C=NCC2CCCO2)=C(O)C1 (stereo not drawn)	3	4%	0%	4	0	3%	-5%	1%	1	?
CC(=O)NCCC(=O)N1CCCC(CNC(=O)c2ccc(-c3ccccc3)cc2)C1 (stereo not drawn)	-7	-4%	-8%	-14	-5	0%	-2%	0%	-5	2%
Nc1nnn(CC(=O)N/N=C/c2cn[nH]c2-c2ccccc2)n1	-4	-13%	-12%	7	-5	-1%	4%	-3%	-1	8%
COc1ccc(N2CCN(C(CNC(=O)C(=O)NCCC3=CCCCC3)c3ccco3)CC2)cc1 (stereo not drawn)	36	3%	6%	1	-11	1%	-1%	0%	5	0%

Laid out differently: results already given
SMILES | KCNH2 WT inh | TCR act | MLL CXXC-DNA inh | Giardia killer | TSHR antag | GALK inhibitor | AT treatment | Tb PFK block | FBPA coupling cs | BCR signal inh
CCOC(=O)c1nnn(-c2nonc2N)c1-c1ccc(Br)cc1 | 18 | 6% | 15% | 0 | -3 | -6% | 7% | 2% | 0 | 0%
Cc1ccc2oc3c(c(=O)c2c1)C(c1cccs1)N(CCCN(C)C)C3=O (stereo not drawn) | -10 | 2% | 5% | 9 | 20 | 1% | / | 1% | -8 | 2%
O=C(CSc1nnc(-c2ccncc2)o1)NCc1ccc(Cl)cc1 | -14 | 1%[46.1 µM] | 0% | -14 | 10 | 3% | -1% | -5% | -1 | -1%
